ERa SRC1 inh – blocks coactivator binding to human estrogen receptor alpha; P03372; TR-FRET ER-alpha LBD / SRC-1 peptide, estradiol-bound; inhibition, % at 25.6 µM; 86,000 tested, 1.7% active; in the data active = inhibition above about 50%;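 also: 0% = receptor plus peptide control and 100% = peptide only without receptor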
Target sequence (P03372 whole entry, looked up, the tested form may be a part): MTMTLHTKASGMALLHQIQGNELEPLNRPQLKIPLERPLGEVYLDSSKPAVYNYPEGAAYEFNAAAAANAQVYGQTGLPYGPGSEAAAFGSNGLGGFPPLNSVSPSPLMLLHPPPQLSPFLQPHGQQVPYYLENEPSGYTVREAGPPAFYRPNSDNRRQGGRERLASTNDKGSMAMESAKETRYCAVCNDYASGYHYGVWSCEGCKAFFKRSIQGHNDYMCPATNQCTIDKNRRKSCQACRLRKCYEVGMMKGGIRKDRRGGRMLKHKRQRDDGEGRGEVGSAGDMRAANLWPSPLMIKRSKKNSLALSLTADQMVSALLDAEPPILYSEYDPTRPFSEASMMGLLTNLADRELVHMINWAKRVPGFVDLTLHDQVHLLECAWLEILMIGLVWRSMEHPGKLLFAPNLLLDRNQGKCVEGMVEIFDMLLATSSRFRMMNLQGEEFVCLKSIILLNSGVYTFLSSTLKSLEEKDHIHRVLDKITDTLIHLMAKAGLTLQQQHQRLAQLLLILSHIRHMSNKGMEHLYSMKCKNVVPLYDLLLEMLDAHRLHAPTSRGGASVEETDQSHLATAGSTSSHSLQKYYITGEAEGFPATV
HUVEC prolif 384 – blocks proliferation of human endothelial cells | HUVEC proliferation, CellTiter-Glo luminescence, 72 h; stronger effect = lower value | viability, % at 10 µM (by protocol) | 86,000 tested, 1.1% active | AID 648;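 active = viability at or below 30%; inactive = viability above 30%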;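 also: 100% = median luminescence of DMSO-only cell control wells on each plate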
ERa coact pot – ER-alpha (human) coactivator binding potentiation; P03372; TR-FRET ERalpha-LBD/SRC-Cy5 coactivator binding, 2 h; 100 = basal binding, no effect; coactivator binding (% of control), % at 25.6 µM; 86,000 tested, 1.3% active; in the data active = activity above about 200%;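 also: binding measured in presence of low estradiol as agonist stimulus; 0% = peptide alone without receptor and 100% = receptor with peptide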
Fibroblast inh – blocks proliferation of human lung fibroblasts; LL 47 human lung fibroblast viability, ATP luminescence; stronger effect = lower value; viability, % at 10 µM; 85,000 tested, 1.1% active; AID 719;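 active = viability at or below 50% in the single dose screen; inactive = viability above 50%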;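 also: compound exposure lasted 72 h before the ATP readout; 100% = median luminescence of untreated cell-only wells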
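test system = LL 47 human lung fibroblasts | amount = 1,150 fibroblasts seeded per well | medium = 15% FBS in IMEM | times = overnight cell rest, 72 h compound treatment at 37 °C | measured by = CellTiter-Glo luminescence measuring cellular ATP | read-out = viability percentage against median untreated-cell control | benchmarks = cell-only wells, no compound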
Candida biofilm – kills Candida albicans biofilms. 85,000 tested, 0.14% active. AID 834. inhibition, % at 6 µM. C. albicans biofilm + clotrimazole, Alamar Blue;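 active = inhibition above 20%; inactive = inhibition below 20%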;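 also: preformed 24 hr biofilms exposed to compound for 48 hr; 0% = biofilm without compound and 100% = blank killed by clotrimazole plus chlorhexidine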
Smad3 inh – blocks human Smad3 binding to FoxH1 peptide; inhibition, % at 25 µM; TR-FRET Smad3/Dy647-FoxH1 peptide binding, europium anti-His; P84022; 88,000 tested, 0.29% active; AID 630;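 active = compounds that reduce the energy-transfer binding signal between the protein and its labelled peptide by more than half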;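 also: 0% = Smad3 plus labelled peptide maximal FRET and 100% = peptide-only background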
sEH act – increases human soluble epoxide hydrolase activity; purified human sEH enzymatic activity, activator screen; activation, % at 2 µM; 91,000 tested, 0.04% active; in the data active = activation above about 37%; also: values of inactives mirror those of a sister screen read the other way
H69AR inhibit – growth inhibitors of human H69AR lung tumor cells; 85,000 tested, 6% active; viability, % at 10 µM; H69AR lung tumor viability, ATP luminescence, 72 h; stronger effect = lower value;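 active = viability at or below 40%; inactive = viability above 40%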;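 also: multidrug resistant small cell line overexpressing MRP-1 efflux transporter; 100% = mean luminescence of untreated control wells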
ERb SRC1 inh – ER-beta (human) coactivator binding inhibition | inhibition, % at 25.6 µM | AID 633 | TR-FRET ER-beta LBD / SRC1-Cy5 peptide binding; receptor agonist-loaded with 1 µM estradiol | Q92731 | 86,000 tested, 1.3% active;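 active = compounds whose percent inhibition of the receptor-coactivator binding signal exceeds about 50% in the single-dose screen, limit read from the data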;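 also: 0% = receptor plus peptide wells without compound and 100% = peptide-only wells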
* hit, by the source's call; · = no result given; [ ] = remark or other dose. Only part of the results is shown (hit frequency here may not be typical).

Every second line gives: ERa SRC1 inh	HUVEC prolif 384	ERa coact pot	Fibroblast inh	Candida biofilm	Smad3 inh	sEH act	H69AR inhibit	ERb SRC1 inh
1	Cc1c(-n2c(SCC(=O)O)nnc2-c2ccccc2Cl)c(=O)n(-c2ccccc2)n1C
 : -1	104	97	96	-5	3	-6	84	-1
2	CCOC(=O)C1CCN(C(=O)C2CCN(S(=O)(=O)c3cccc4cccnc34)CC2)CC1
 : -1	98	106	87	10	-1	15	93	-5
3	CCNC(=O)NC(=O)CSc1nc2ccccc2n1CCOC
 : -7	87	105	91	3	1	6	94	10
4	CCOC(=O)C1=C(O)CCn2c1nc1ccccc12
 : -3	90	101	103	-8	-6	·	83	5[fluorescence artefact?]
5	CCOC(=O)C1CCN(C(=O)CCNC(=O)c2cc(OC)c(OC)c(OC)c2)CC1
 : -14	91	121	91	7	5	0	88	-1
6	Cc1cc(C(=O)CSc2nnnn2C)c(C)n1CCc1ccc(F)cc1
 : 11	80	97	88	·	-3	-3	87	8
7	CCOc1ccc(C2C(C#N)=C(N)Oc3n[nH]c(C)c32)cc1OC(=O)C1CC1 (stereo not drawn)
 : 6[fluorescence artefact?]	102	115	102	6	5[fluorescence artefact?]	·	99	2
8	COCC(C)n1c(-c2ccc3c(c2)NC(=O)CO3)csc1=Nc1ccc(OC(F)F)cc1 (stereo not drawn)
 : -8	94	90	99	3	22	-3	82	-5
9	COc1cccc(C(=O)N(Cc2cc3cc(C)ccc3[nH]c2=O)CC2CCCO2)c1 (stereo not drawn)
 : -7	98	128	99	-1	-7	·	87	0
10	Cc1ccc2c(c1)NC(=O)CC(c1ccccc1)=N2
 : 0	104	107	106	15	4	6	87	7[fluorescence artefact?]
11	Cc1ccc(NC(=O)N2CCCC2C(=O)NCCC2=CCCCC2)cc1 (stereo not drawn)
 : 3[fluorescence artefact?]	98	99[fluorescence artefact?]	103	3	3[fluorescence artefact?]	-26	99	-4
12	COc1cc(NS(=O)(=O)c2ccc(NC(=S)NC(=O)C(C)(C)C)cc2)nc(OC)n1
 : -5	87	103	109	1	11	13	90	-12
13	COc1ccccc1N1CCN(C/C(O)=C(\C#N)c2nc(-c3ccccc3)cs2)CC1
 : 35	68	73[fluorescence artefact?]	103	-5	-4	11	62	31[fluorescence artefact?]
14	CC(=O)C1=C(C)NC(SCC(=O)c2ccc(Cl)c(Cl)c2)=C(C#N)C1c1ccco1 (stereo not drawn)
 : -12	52	161	87	3	18	·	58	-3
15	CC(=O)N1CCN(c2ccc(NC(=O)COc3ccc(Cl)cc3Cl)cc2)CC1
 : 0	84	123[fluorescence artefact?]	100	6	10[fluorescence artefact?]	-90	59	-2
16	CC(=O)Nc1nc2c(F)cccc2s1
 : 16[fluorescence artefact?]	90	82	90	7	0	-4	94	34[fluorescence artefact?]
17	Cc1cc(NC(=O)c2ccccc2F)n(-c2nc3ccccc3[nH]2)n1
 : 53*[fluorescence artefact?]	92	184[fluorescence artefact?]	70	6	-4	6	41	52*[fluorescence artefact?]
18	Cc1c(C)[n+](=O)c2c(n1[O-])CCC2
 : -14	102	125	96	7	-10	·	92	-3
19	Cc1ccc(S(=O)(=O)N2CCN(C(=O)N3CCOCC3)C2c2ccc(N(C)C)cc2)cc1 (stereo not drawn)
 : -5	94	124	97	7	3	-2	100	-6
20	COc1ccccc1-c1noc(-c2cccnc2)n1
 : -7	108	95[fluorescence artefact?]	103	5	4	3	84	2
21	Nc1cc2c(cc1C(=O)c1ccc(Cl)cc1)OCCO2
 : -1	77	84	84	2	10	6	52	3
22	Cc1ccc(C(=O)NC(Cc2c[nH]c3ccccc23)C(=O)O)o1 (stereo not drawn)
 : 7[fluorescence artefact?]	104	104	95	4	17	-16	96	12
23	Oc1c(C=NCc2ccncc2)sc2ccccc12
 : -5[fluorescence artefact?]	97	95[fluorescence artefact?]	97	6	-1	-26	86	-1[fluorescence artefact?]
24	COc1cccc(C2C(=O)N(C3CCCCC3)CC(=O)N2Cc2ccc(F)cc2)c1 (stereo not drawn)
 : 7[fluorescence artefact?]	105	116	96	4	18	-8	89	0[fluorescence artefact?]
25	CC1(C(=O)N(CC(=O)NC2CCCC2)Cc2ccco2)CC(=O)N=C2C=CC=CN21 (stereo not drawn)
 : -8	102	103	97	7	0	·	102	-3
26	O=c1c2cnn(-c3ccc(F)cc3)c2ncn1Cc1ccccn1
 : 0	93	103	90	-2	8	-10	88	-7
27	CCOc1ccccc1C(=O)NCCCn1ccnc1
 : 0	87	111[fluorescence artefact?]	104	1	5	-10	99	-1
28	O=C(Nc1ccccc1N1CCN(C(=O)c2ccc(Cl)cc2)CC1)c1cccnc1
 : 17	92	87[fluorescence artefact?]	102	7	-3	-8	70	6
29	CCOC(=O)N1CCN(c2nnnn2-c2ccccc2)CC1
 : -7[fluorescence artefact?]	96	116	97	2	-4	8	85	-6
30	N#Cc1cnn(Cc2ccc(Cl)cc2)c1N
 : -25	96	102	96	6	15	3	100	-2[fluorescence artefact?]

The final 2 entries of the part before lead into the next:
Every second line gives: ERa SRC1 inh	HUVEC prolif 384	ERa coact pot	Fibroblast inh	Candida biofilm	Smad3 inh	sEH act	H69AR inhibit	ERb SRC1 inh
29	CCOC(=O)N1CCN(c2nnnn2-c2ccccc2)CC1
 : -7[fluorescence artefact?]	96	116	97	2	-4	8	85	-6
30	N#Cc1cnn(Cc2ccc(Cl)cc2)c1N
 : -25	96	102	96	6	15	3	100	-2[fluorescence artefact?]
31	CC(C)C(=O)N(c1ccc2oc(=O)sc2c1)S(=O)(=O)c1cccs1
 : -1	73	112	97	0	-1	-3	·	-3
32	Fc1cccc(Cl)c1CSc1nnc(COc2cccc3cccnc23)o1
 : 4[fluorescence artefact?]	79	94[fluorescence artefact?]	98	5	-7	-18	89	1[fluorescence artefact?]
33	CCOCCCNC(=O)C(NC(=O)CC1NC(=O)NC1=O)c1ccc(Cl)cc1 (stereo not drawn)
 : 2	99	118[fluorescence artefact?]	93	7	11	2	91	-4[fluorescence artefact?]
34	CN(C)S(=O)(=O)c1ccc2c(c1)c(=O)c(C(=O)N1CCOCC1)cn2C
 : -3	104	123	96	2	9	-1	98	-10
35	CC(=O)OCC(=O)NCc1ccc2c(c1)OCO2
 : 4	93	103	110	9	-14	6	91	3
36	COc1ccc(-c2nnn(Cc3nc(N)nc(N4CCOCC4)n3)n2)cc1OC
 : -1	89	103	90	5	10	-4	83	-6
37	CCOC(=O)N1CCC(NC(=O)c2cnc3n(c2=O)CCS3)CC1
 : -3	104	118	111	1	0	·	93	3
38	COC(=O)C1=C(C)NC2=C(C(=O)CCC2)C1c1cccs1 (stereo not drawn)
 : -8	100	104	102	6	2	-18	111	-6[fluorescence artefact?]
39	COc1cccc(N2CCN(C3CC(=O)N(c4ccc(Cl)c(Cl)c4)C3=O)CC2)c1 (stereo not drawn)
 : 0	93	120	104	11	13	-12	99	-7
40	CC(=O)c1ccc(N2CCN(C(=O)c3ccc4c(=O)n(-c5ccccc5)c(=O)[nH]c4c3)CC2)cc1
 : 0	102	118	104	1	4	-5	64	0
41	CCOc1ccccc1OCCCC(=O)N1CCN(S(=O)(=O)c2cccc(F)c2)CC1
 : -5	101	109[fluorescence artefact?]	98	5	0	·	68	-11
42	N#Cc1c(N2CCN(C(=O)c3ccccc3)CC2)nc(-c2ccccc2)c2c1CCCC2
 : 8[fluorescence artefact?]	69	119[fluorescence artefact?]	91	9	6	3	14*	7[fluorescence artefact?]
43	CCCCOC(=O)CCc1nc2ccccc2[nH]c1=O
 : -1	98	101	95	3	-3	3	114	-2
44	CCOC(=O)c1[nH]c2ccc(OC)cc2c1NC(=O)CCN1CCCC(C)C1 (stereo not drawn)
 : 1[fluorescence artefact?]	92	100	86	9	6	·	86	4[fluorescence artefact?]
45	CC(C)Cc1cc(C(=O)Nc2ccc(F)cc2F)no1
 : -13	103	124	100	8	11	·	102	-11
46	Cn1c(NCCCO)nc2c(c1=O)C1(CCCCC1)Cc1ccccc1-2
 : -2	75	92	104	-8	-5	0	67	-6
47	O=C(CN(C(=O)CNC(=O)c1ccco1)c1ccc(Cl)c(Cl)c1)NC1CCCCC1
 : -25	91	117	96	3	12	-15	64	-18
48	CCOc1ccc(C2=Nn3cnnc3SC2)cc1
 : -20	93	99	100	2	-2	-11	100	-20
49	CCC(=O)c1ccc(OCc2ccc(C(=O)OC)o2)c(OC)c1
 : 24	79	60	94	8	9	·	96	11
50	C=CCc1ccc(OCC(O)COCC)c(OC)c1 (stereo not drawn)
 : 4	99	124[fluorescence artefact?]	105	5	2	·	98	4
51	CCN1CCN(C(=S)Nc2ccccc2Cl)CC1
 : -3	99	99	102	3	7	2	109	-5
52	CSc1ccccc1C(=O)Nc1ncc(C)s1
 : 2	93	94	98	6	10	4	84	-7
53	CCOC(=O)c1cccc(NC(=O)c2cc3sccc3n2C)c1
 : 4	68	128	110	4	9	2	91	4
54	CCSc1nnc([C@H](Cc2c[nH]c3ccccc23)NC(=O)OC(C)(C)C)o1
 : -3	96	104	101	3	-1	-9	75	-8
55	CCN1CCN(CC(=O)NC2CCCC2)C(=O)C1=O
 : -2	91	89	97	19	-11	·	108	-5
56	Cc1ccc(C(C)C)c(OCc2nnc(SCC(=O)Nc3nccs3)n2C)c1
 : -10	100	108	99	5	2	-8	70	-10
57	O=C(CSc1nc2ccc(Cl)cc2[nH]1)NCc1ccco1
 : 17	86	84	103	4	5	-2	86	20
58	Cc1cc(C(=O)N2CCc3ccccc32)c2cc(F)ccc2n1
 : -3	90	108	87	9	5	-2	89	-3
59	CCOC(=O)c1c(C)cc(C)n2c1nc1ccccc12
 : 2	100	113	108	5	5	-9	83	-5
60	O=C(CSc1nnnn1-c1ccccc1)Nc1ncc2c(n1)CC(c1ccccc1)CC2=O (stereo not drawn)
 : 1	44	99	98	-12	1	-2	53	7
61	COc1ccc(-c2noc(C3CCCN(S(=O)(=O)c4ccc(C)c(Cl)c4)C3)n2)cc1OC (stereo not drawn)
 : 3	111	114	99	6	11	-14	79	-8

Screening results from PubChem BioAssay.
